aSyn tox rescue = qHTS of alpha-syn Inhibitors: NCGC Sytravon Library Screen; Potency, µM (doses to about 46.1 µM), without a hit: at the highest dose growth rescue (activation), most hits filed as activators; 0.02% of 94,000 active; S. cerevisiae alpha-synuclein toxicity rescue, BacTiter-Glo growth, 24 h; active means well fitted activation curve with a large enough effect; inconclusive means small, poorly fitted or top-dose-only effect; further: 0% is about no effect
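Growth restoration measured by BacTiter-Glo luminescence after 24 hr at 30 deg C; alpha-synuclein yeast, raffinose-pregrown to mid-log, were added at OD600=0.02 in galactose medium onto pinned compounds.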
Numbers without * were called inactive; ? = inconclusive; [ ] = dose if it differs, or a comment. Potency means the concentration at half of the fitted maximal effect. Only part of the results is shown; count on the stated rates, not on these rows.

SMILES,aSyn tox rescue
Cc1cn2c(=O)c(S(=O)(=O)NC(C)c3ccccc3)c(C)nc2s1 (configuration not stated),4%
N#Cc1ccc(OCC(=O)n2cc(C(=O)c3cc(Cl)cc(Cl)c3O)cn2)cc1,-67%[inhibitor]
CC(=O)c1cc(NC(=O)c2ccccc2)c(=O)oc1C,14%
CC(C)(CO)NC(=O)Nc1ccc(Cl)c(Cl)c1,-1%
C/C(=N\Nc1ccc(C(=O)O)cc1)c1ccc2c(c1)Nc1ccccc1S2,22%
COC(=O)c1cc(=O)n(CCc2ccccc2F)c(=Nc2ccc(F)c(Cl)c2)s1,3%
CCn1c(=O)c2sccc2n2c(CCC(=O)Nc3ccc(OC)cc3OC)nnc12,4%
Cc1ccc(C(=O)N(Cc2ccc(N(C)C)cc2)CC2CCCO2)cc1 (configuration not stated),3%
Cc1ccc(NC(=O)C2CCCN(C(=O)c3cnn(-c4ccc(F)cc4)c3-n3cccc3)C2)c(Cl)c1 (configuration not stated),7%
C[C@@H]1CCCCO[C@@H](CN(C)Cc2ccc3c(c2)OCO3)[C@@H](C)CN([C@H](C)CO)C(=O)c2cc(N(C)C)ccc2O1,1%
Cc1ccc(NC(=O)C2CCC(CNS(=O)(=O)c3ccc4c(c3)CCCC(=O)N4)CC2)c(C)c1 (configuration not stated),5%
Cc1nc2ccccc2c2oc(C(=O)NC3CC3)cc12,-9%
CCOC(=O)C1CCCN(c2c(C(=O)c3ccccc3)cnc3ccc(F)cc23)C1 (configuration not stated),-9%
COc1ccc(Cl)c2sc(N3CCN(C(=O)C4=COCCO4)CC3)nc12,20%
Cc1cccn2c(=O)c(/C=C(\C#N)c3nc4ccccc4n3C)c(Oc3ccc(Br)cc3)nc12,2%
CCN(c1ccccc1)S(=O)(=O)c1cc(-c2onc(C)c2C)ccc1OC,-4%
Cc1cc(C)cc(N(CC(=O)Nc2cccc(C)c2C)S(=O)(=O)c2c(C)[nH]c(=O)[nH]c2=O)c1,8%
Cc1ccc(C)c(COC(=O)c2cc([N+](=O)[O-])ccc2N2CCOCC2)c1,10%
Cc1cccc(C(=O)N[C@H](C(=O)NCCc2ccc(S(N)(=O)=O)cc2)C(C)C)c1,1%
CN(C)CCOC(=O)NCC12CC3CC(CC(C3)C1)C2,4%

Additional results follow:
SMILES,aSyn tox rescue
O=C(NCc1cccc(Cl)c1)c1cccn1-c1nnc(N2CCCC2)s1,-26%
COCc1cc(Sc2ccc(OC)cc2)nc(-c2ccccc2)n1,-13%
O=S(=O)(NCC(c1ccco1)N1CCc2ccccc2C1)c1ccc(F)cc1 (configuration not stated),0%
COc1ccc(NC(=O)c2nnn(CC(=O)Nc3cccc(C)c3C)c2N)c(OC)c1,-5%
Cc1c(Cl)cccc1Nc1nn2c(=O)c3ccccc3nc2s1,1%
Cc1ccc(S(=O)(=O)N(CC(=O)Nc2ccc3c(c2)OCO3)c2cc(Cl)cc(Cl)c2)cc1,-10%
Cc1nc2c(-c3ccccc3)c(C)nn2c(C)c1CCC(=O)NCc1ccc(F)cc1,3%
C[C@@H]1CN([C@H](C)CO)C(=O)CCCn2nncc2CO[C@H]1CN(C)C(=O)Nc1ccc(N2CCN(C)CC2)cc1,-12%
CCCCNC(=S)N/N=C/c1cccc(OCC)c1O,4%
CCN(CC)CCCNC(=O)c1nn(C)c2c1CS(=O)(=O)c1ccccc1-2,3%
O=C(NC(=S)NCc1ccccc1)C1CC1,-1%
CCNc1nc(NCC)n2c(SCC(=O)Nc3ccccc3F)nnc2n1,-48%[inhibitor]
CCCN(C(=O)CSc1nnnn1C)C1CCS(=O)(=O)C1 (configuration not stated),-12%
CC(NC(=O)CN1C(=O)NC2(CCCCC2)C1=O)c1ccc(S(N)(=O)=O)cc1 (configuration not stated),-2%
O=C(CSc1nc(-c2ccccc2)nc2c1Cc1ccccc1O2)N1CCCCC1,-1%
COc1cccc(CN(C)C(=O)CNC(=O)c2ccc(-c3ccccc3)cc2)c1OC,14%
COc1ccc(CNC(=O)c2sc3nc4n(c(=O)c3c2C)CCCC4)cc1,-2%
Cc1cccc(Cn2c(SCc3ccc(C(=O)NCc4cccs4)cc3)nc3ccncc32)c1,-4%
COc1ccc(C)cc1NS(=O)(=O)c1cc(Br)cc2c1N(C(C)=O)C(C)C2 (configuration not stated),-8%
Cc1cc(C)cc(NC(=O)c2cccc3c2C(=O)N(C2CCCCC2)C3)c1,6%

Following part.
SMILES,aSyn tox rescue
CCc1ccccc1NC(=S)N(Cc1cccnc1)Cc1ccco1,-1%
O=C(COC(=O)COc1ccc(Cl)cc1Br)NC1CCCC1,1%
O=C(Cn1c(=O)n(Cc2ccc(Cl)cc2)c(=O)c2cccnc21)Nc1ccccc1C(F)(F)F,-5%
COc1cccc(CN(C(=O)c2cccc(C)c2)C2CCS(=O)(=O)C2)c1 (configuration not stated),-1%
Cc1ccc(S(=O)(=O)NCCS(=O)(=O)N2CCN(c3ccccc3)CC2)cc1,0%
Cc1nn(Cc2ccc(C(=O)NN)cc2)c(C)c1Cl,0%
CCNc1nc(NCC)nc(OCCOC(=O)Nc2ccccc2)n1,5%
CCc1ccc(NC(=O)C2CCN(S(=O)(=O)c3ccc4[nH]c5c(c4c3)CCCCC5)CC2)cc1,5%
CN(C(=O)Nc1cnc2ccccc2c1)c1ccccc1,-2%
CCc1ccc(C2c3c(-c4cc(C)ccc4O)n[nH]c3C(=O)N2CCO)cc1 (configuration not stated),2%
CN(C)S(=O)(=O)c1ccc(Cl)c(NC(=O)COC(=O)CN2C(=O)NC(C)(C)C2=O)c1,0%
Cc1ccc(F)cc1NC(=O)COC(=O)COc1ccc(C#N)cc1,-13%
O=C(Nc1cccc(C(=O)OCc2cc(=O)n3c4c(sc3n2)CCCC4)c1)c1cccc(F)c1,7%
COc1ccc(Cn2c(C)nc([N+](=O)[O-])c2SCC(=O)O)cc1[N+](=O)[O-],-6%
Cc1c(Cl)c([N+](=O)[O-])nn1CC(=O)NCCCN1CCOCC1,3%
Cc1nc(-c2ccc(F)cc2)c(CC(=O)N2CCN(S(=O)(=O)c3cccc(F)c3)CC2)s1,-7%
N#Cc1ccc(OCC(=O)Nc2ccc3[nH]c(=O)[nH]c3c2)cc1,1%
CCCCOc1ccc(C(=O)N2CC(=O)Nc3ccc(Br)cc3C2c2ccc(F)cc2)cc1 (configuration not stated),?
Cc1cc(=O)[nH]c(SCC(=O)Nc2ccnc3ccccc23)n1,0%
CN1C(C(=O)c2ccccc2)=C(NC(=O)c2ccccc2Br)c2ccccc2S1(=O)=O,-1%

(listing goes on)
SMILES,aSyn tox rescue
CCN(CC)S(=O)(=O)c1ccc(C(=O)NCCSc2c(-c3ccccc3)[nH]c3ccccc23)cc1,-1%
Cc1ccc(-n2nc(C(=O)N(C)c3ccc(C)c(C)c3)c3c4ccccc4n(C)c3c2=O)cc1,?
Cc1ccc(C)c(CN2C(=O)C(O)(c3c(C)[nH]c4ccccc34)c3ccccc32)c1 (configuration not stated),-7%
CC1Oc2ccccc2C=C1/C=N/NC(=O)c1ccccc1O (configuration not stated),-4%
COc1cccc(NC(=O)CCNC(=O)c2ccccc2Cl)c1,6%
CCN(CC)S(=O)(=O)c1ccc(O)c(C(=O)OCC(=O)N2c3ccccc3CC2C)c1 (configuration not stated),-4%
CC(C)(C)C(=O)NCCc1nc2ccccc2n1CC(=O)c1ccc(Cl)cc1,-9%
CCC(C)(C)NC(=O)C(c1ccc(F)cc1)N(Cc1cccs1)C(=O)c1cnccn1 (configuration not stated),-2%
COc1cccc(N2CCN(c3ncc4c(n3)CCN(Cc3ccc(Br)cc3)C4)CC2)c1,19%
O=C(Cn1c(=O)n(-c2ccc(F)cc2)c(=O)c2sc3ccccc3c21)NC1CCCC1,-2%
CCN1CCN(C(c2cccc(OC)c2OC)c2nnnn2Cc2ccco2)CC1 (configuration not stated),-4%
COC(=O)Cc1ccc(OC(=O)c2cccc(S(=O)(=O)N3CCN(C)CC3)c2)cc1,13%
CCCc1cc(C(=O)Nc2sc(C)c(CC)c2C#N)no1,-6%
COc1ccccc1-c1c(C)nn2c(N3CCN(c4ccc(F)cc4)CC3)cc(C)nc12,-4%
CCOC(=O)c1c(S(=O)(=O)NCC(=O)N2CCN(c3ccccc3)CC2)c(C)n(C)c1C,-5%
CCOC(=O)c1ccccc1NC(=O)CSc1c(C)cnc2c1c(=O)n(C)c(=O)n2C,-6%
Cc1cccc(Nc2nc(N)c([N+](=O)[O-])c(N3CCOCC3)n2)c1,0%
CCSc1ncc(Cl)c(C(=O)Nc2c(C(=O)Nc3cccc(C)c3)oc3ccccc23)n1,-10%
CCOC(=O)c1nn(C)c(C)c1Cl,-8%
CCCCCc1ccc(-c2ccc(Br)cc2)nc1,-13%

The listing continues.
SMILES,aSyn tox rescue
COC(=O)c1nnn(-c2cccc(C)c2)c1C(=O)OC,-6%
COC(=O)[C@H](Cc1ccccc1)NC(=O)Nc1ccc(OC)cc1,-11%
CC(=O)c1c(C)[nH]c(C(=O)Nc2cccc(S(=O)(=O)N(C)C)c2)c1C,-52%[inhibitor]
Oc1ccccc1Nc1nc(-c2ccccc2)c2cc(Cl)ccc2n1,-1%
CCCCOc1ccc(C(=O)Nc2ccc3oc(-c4cccnc4)nc3c2)cc1,-4%
CCCn1ccc2c(OCC(=O)NCc3ccc(F)cc3)cccc2c1=O,5%
CCOC(=O)c1cccc(NC(=O)Nc2c(C)n(C)n(-c3ccccc3)c2=O)c1,5%
CC1CCCCN1C(=O)C1CCN(S(=O)(=O)c2ccc(-n3cnnn3)cc2)CC1 (configuration not stated),-6%
Cc1cccc(N2CCn3c2nc2c3c(=O)n(C/C=C/c3ccccc3)c(=O)n2C)c1,2%
CCOCN(C(=O)Cn1c(COC)nc2ccccc21)c1c(C)cccc1CC,4%
Cc1ccc(S(=O)(=O)c2nnn3c2nc(N2CCN(c4ccccc4F)CC2)c2ccccc23)cc1C,-12%
O=C(CN(c1ccc(F)cc1)S(=O)(=O)c1ccccc1)NCCSC1CCCCC1,15%
CCOc1ccc(-n2c(=O)c3c(C)c(C(=O)N(C)C)sc3n(Cc3cc(C)ccc3C)c2=O)cc1,-11%
O=C(COC(=O)c1cc(S(=O)(=O)N2CCOCC2)ccc1Cl)Nc1ccccc1Cl,7%
COc1ccc(OC)c(NC(=O)CSc2c3c(nc4ccccc24)CCCC3)c1,3%
CCOC(=O)N1CCN(Cc2cn[nH]c2-c2cccc3ccccc23)CC1,2%
O=C1CC(c2nnc(Cc3ccc(Cl)cc3)o2)CN1c1ccccc1 (configuration not stated),3%
COCCNCC(=O)Nc1ccc(C)c(S(=O)(=O)N2CCCCC2)c1,3%
CCN(CC)c1nn2c(=O)c(C(=O)NCc3ccc(N(C)C)cc3)cnc2s1,-13%
COc1cc(-n2c(=O)c3ccccc3n(CC(=O)OCc3ccccc3)c2=O)cc(OC)c1OC,4%

An excerpt from above in order of count of non-hydrogen atoms, low to high:
SMILES,aSyn tox rescue
COC(=O)c1nnn(-c2cccc(C)c2)c1C(=O)OC,-6%
COC(=O)[C@H](Cc1ccccc1)NC(=O)Nc1ccc(OC)cc1,-11%
CC(=O)c1c(C)[nH]c(C(=O)Nc2cccc(S(=O)(=O)N(C)C)c2)c1C,-52%[inhibitor]
CCOC(=O)N1CCN(Cc2cn[nH]c2-c2cccc3ccccc23)CC1,2%
CCN(CC)c1nn2c(=O)c(C(=O)NCc3ccc(N(C)C)cc3)cnc2s1,-13%
COc1ccc(OC)c(NC(=O)CSc2c3c(nc4ccccc24)CCCC3)c1,3%
O=C(COC(=O)c1cc(S(=O)(=O)N2CCOCC2)ccc1Cl)Nc1ccccc1Cl,7%
Cc1cccc(N2CCn3c2nc2c3c(=O)n(C/C=C/c3ccccc3)c(=O)n2C)c1,2%
COc1cc(-n2c(=O)c3ccccc3n(CC(=O)OCc3ccccc3)c2=O)cc(OC)c1OC,4%
Cc1ccc(S(=O)(=O)c2nnn3c2nc(N2CCN(c4ccccc4F)CC2)c2ccccc23)cc1C,-12%

Remaining list, next part
SMILES,aSyn tox rescue
Cc1ccc(CNc2cc(C)nc3nc(-c4ccc(C)cc4)nn23)cc1,-10%
COc1ccc(CCNC(=O)CCc2c(C)nc3cc(-c4ccccc4)nn3c2C)cc1OC,-6%
C=CCn1c(SCC(=O)NCc2ccco2)nc2ccccc2c1=O,2%
O=C(COC(=O)Cc1ccc(Cl)cc1Cl)NCc1ccccc1,-4%
Cc1ccc2nc(NC(=O)C3CC3C)sc2c1 (configuration not stated),10%
Cc1ccc(C(=O)N2CCN(CCc3ccncc3)CC2)cc1,2%
O=C(CN1CCCCC1)NC(=O)Nc1ccccc1F,-15%
Cc1ccnc(NC(=O)c2c(C)oc3ncn(CC(C)C)c(=O)c23)c1,-16%
Cc1cc(/C=C(\C#N)C(=O)OCC#N)c(C)n1CC(C)C,-14%
COc1ccccc1CNC(=O)CN(c1ccc(C)cc1)S(=O)(=O)c1c(C)noc1C,2%
CCN(CC(=O)Nc1c(F)cccc1F)C(=O)C1CCN(S(=O)(=O)c2ccc(C)c(C)c2)CC1,6%
CCC(C)n1c(SCc2ccc(F)cc2Cl)nc2ccsc2c1=O (configuration not stated),-13%

3 of the compounds above, with each value named.
> Cc1ccnc(NC(=O)c2c(C)oc3ncn(CC(C)C)c(=O)c23)c1
- aSyn tox rescue: -16%

> Cc1cc(/C=C(\C#N)C(=O)OCC#N)c(C)n1CC(C)C
- aSyn tox rescue: -14%

> COc1ccccc1CNC(=O)CN(c1ccc(C)cc1)S(=O)(=O)c1c(C)noc1C
- aSyn tox rescue: 2%
